Bioassay records as filed in PubChem.
TEAD-YAP block: TEAD-YAP interaction inhibition. HEK-TIYL cells, TEAD-Gal4/YAP UAS-luciferase luminescence. inhibition, % at 9.12 µM. 640,000 compounds, 1.4% hits; in the data active = inhibition above about 32%;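 also: 0% = median of test compound wells and 100% = reference inhibitor wells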
FBW7 activator: human FBW7 E3 ligase activation, primary screen; Q969H0; normalized activity (activation), % at 26.1 µM; AlphaScreen FBW7–phospho-cyclin E peptide binding, activator screen; 650,000 compounds, 0.13% hits; in the data active = normalized activity above about 1.9%;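 also: purified mutant Fbw7 with reduced substrate affinity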
MITF inh: human MITF inhibition, primary screen; AlphaScreen MITF homodimerization, bead proximity signal; AID 1259374; inhibition, % at 2.6 µM; O75030; 650,000 compounds, 0.91% hits; in the data active = inhibition above about 50%;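 also: 0% = vehicle wells with protein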
Target sequence (O75030 whole entry, looked up): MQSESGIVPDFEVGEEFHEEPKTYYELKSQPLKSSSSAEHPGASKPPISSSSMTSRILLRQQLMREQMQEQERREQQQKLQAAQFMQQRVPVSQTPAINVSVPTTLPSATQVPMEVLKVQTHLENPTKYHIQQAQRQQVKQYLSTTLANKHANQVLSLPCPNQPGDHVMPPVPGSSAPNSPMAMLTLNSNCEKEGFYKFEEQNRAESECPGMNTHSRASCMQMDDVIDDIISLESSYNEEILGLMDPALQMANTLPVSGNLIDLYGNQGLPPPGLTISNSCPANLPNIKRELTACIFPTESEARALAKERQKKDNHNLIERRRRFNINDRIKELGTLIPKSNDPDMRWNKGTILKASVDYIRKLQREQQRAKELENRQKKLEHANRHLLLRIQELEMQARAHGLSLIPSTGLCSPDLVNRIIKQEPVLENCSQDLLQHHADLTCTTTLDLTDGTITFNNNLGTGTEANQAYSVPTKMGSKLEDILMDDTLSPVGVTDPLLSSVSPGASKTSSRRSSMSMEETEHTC
GPR151 activ: activators of human GPR151; PathHunter beta-arrestin GPR151 cells, luminescence; activation, % at 11.2 µM; 650,000 compounds, 1% hits; AID 1508602; in the data active = activation above about 4.9%;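 also: 0% = median of compound wells and 100% = cells with positive control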
Target sequence (Q8TDV0 whole entry, looked up): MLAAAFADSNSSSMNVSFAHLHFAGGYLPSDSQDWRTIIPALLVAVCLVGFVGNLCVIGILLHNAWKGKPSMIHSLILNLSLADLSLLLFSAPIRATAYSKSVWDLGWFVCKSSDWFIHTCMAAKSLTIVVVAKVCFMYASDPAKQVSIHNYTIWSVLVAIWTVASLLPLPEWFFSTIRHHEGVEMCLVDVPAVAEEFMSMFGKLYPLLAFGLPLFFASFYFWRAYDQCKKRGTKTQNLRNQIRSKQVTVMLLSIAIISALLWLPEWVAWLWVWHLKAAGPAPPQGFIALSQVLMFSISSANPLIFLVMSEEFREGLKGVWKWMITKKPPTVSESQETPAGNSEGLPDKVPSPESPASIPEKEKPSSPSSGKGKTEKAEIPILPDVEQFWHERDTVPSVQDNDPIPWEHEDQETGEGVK
* hit, by the source's call; & = joins results of further samples. Rows are unselected (roughly 3.4% active in at least one column).

SMILES	TEAD-YAP block	FBW7 activator	MITF inh	GPR151 activ
O=C(C1CCC(Cn2c(=S)[nH]c3ccccc3c2=O)CC1)N1CCN(c2ccccc2)CC1 (stereo unspecified)	5	-0.1	1	1.3
CCOC(=O)c1ccc(NC(=O)c2cccc3c2SCCC3=O)cc1	-6	0.2	2	0.9
N#C/C(=C\Nc1ccc(Br)cn1)c1nc(-c2ccccc2)cs1	2	-0.1	-5	-0.2
CCC(C)(C)n1nnnc1C(c1cccnc1)N1CCCC(C)C1 (stereo unspecified)	-5	-0.1	8	3.8
COc1ccc(C2=NN(CCC(=O)NC3CCCC3)C(=O)CC2)cc1	-1	-0.1	4	-0.3
COc1ccccc1N1CCN(S(=O)(=O)c2ccc3c4c(cccc24)C(=O)N3C)CC1	-11	-0.2	-5	-2.3
CCNC(=S)N1CCC(n2cnc3ccccc32)CC1	-4	0.3	16	-2.1
CCCNC(=O)C1CCN(c2ccc(Nc3ccc(-n4ccnc4)cc3)nn2)CC1	8	0.1	7	-1.4
O=C(CN1C(=O)c2cccc([N+](=O)[O-])c2C1=O)OCC(=O)c1ccc(Cl)s1	-1	0.1	10	-1.0
CC(=O)Nc1ccc(N=C2c3ccc([N+](=O)[O-])cc3C(=O)C2C(C)=O)cc1 (stereo unspecified)	1	0.0	10	-0.1
O=C(Cn1nnc2c(cnn2-c2ccccc2)c1=O)NC1CCCC1	-2	0.5	15	-0.1
CCCc1[nH]nc2c1C(c1ccc(OC(=O)c3ccco3)cc1)C(C#N)=C(N)O2 (stereo unspecified)	-4	1.4	16	-0.6
COc1cc(OC)c(C2C3=C(CCCC3=O)NC3=C2C(=O)c2ccccc23)cc1OC (stereo unspecified)	-10	-0.1	-1	1.0
COc1cc2c(cc1OC)C(C(=O)N1CCCC1)C(c1ccccc1F)N(C)C2=O (stereo unspecified)	-4	-0.1	-9	1.7
CCn1cc(CN2CCN(Cc3ccc(OC)c(C)c3C)C(CCO)C2)c(C)n1 (stereo unspecified)	-6	-0.1	-11	-1.4
CCCCNC(=O)CCS(=O)(=O)c1ccc2c(c1)n(C)c(=O)c(=O)n2C	4	-0.1	7	-0.3
COC(=O)CNC(=O)c1ccc(S(=O)(=O)N2CCCC2)cc1	9	-0.1	0	4.0
O=C(Nc1ncnc2c1CCC2)C1CCN(S(=O)(=O)c2ccc(F)cc2)CC1	-5	0.0	-8	0.8
COc1ccc(NC(=O)CN(C)C(=O)c2ccc(=O)[nH]c2)cc1	7	0.2	0	-1.8
C=CCOC(=O)C1C(=O)CC(C)(O)C(C(=O)OCC=C)C1c1ccc(C)cc1 (stereo unspecified)	1	-0.2	7	-0.3

In the list so far, 2 have fluorine:
SMILES	TEAD-YAP block	FBW7 activator	MITF inh	GPR151 activ
COc1cc2c(cc1OC)C(C(=O)N1CCCC1)C(c1ccccc1F)N(C)C2=O (stereo unspecified)	-4	-0.1	-9	1.7
O=C(Nc1ncnc2c1CCC2)C1CCN(S(=O)(=O)c2ccc(F)cc2)CC1	-5	0.0	-8	0.8

4 entries from above in a different format.
C=CCOC(=O)C1C(=O)CC(C)(O)C(C(=O)OCC=C)C1c1ccc(C)cc1 (stereo unspecified)
  TEAD-YAP block = 1 | FBW7 activator = -0.2 | MITF inh = 7 | GPR151 activ = -0.3
CCNC(=S)N1CCC(n2cnc3ccccc32)CC1
  TEAD-YAP block = -4 | FBW7 activator = 0.3 | MITF inh = 16 | GPR151 activ = -2.1
CCCCNC(=O)CCS(=O)(=O)c1ccc2c(c1)n(C)c(=O)c(=O)n2C
  TEAD-YAP block = 4 | FBW7 activator = -0.1 | MITF inh = 7 | GPR151 activ = -0.3
COc1ccccc1N1CCN(S(=O)(=O)c2ccc3c4c(cccc24)C(=O)N3C)CC1
  TEAD-YAP block = -11 | FBW7 activator = -0.2 | MITF inh = -5 | GPR151 activ = -2.3

The results go on:
SMILES	TEAD-YAP block	FBW7 activator	MITF inh	GPR151 activ
O=c1c(-c2ccco2)[n+]([O-])c2ccccc2n1OCc1ccccc1[N+](=O)[O-]	0	0.1	8	1.7
COc1ccc(-c2nnc(SCC(=O)N3CCN(C(=O)c4ccco4)CC3)o2)cc1	-8	0.1	14	0.4
COc1cc(NC(=O)C(Cl)Cl)c(OC)cc1Cl	2	0.0	0	0.5
CCOC(=O)c1c(NC(=O)Oc2ccccc2)sc(C(C)=O)c1C	-1	0.0	9	-0.3
CCC(CO)NC(=O)c1ccc(C(=O)OC)cc1 (stereo unspecified)	1	0.2	-6	1.9
CCN(CC)CCSc1nnc(N2CCN(c3ccc(F)cc3)CC2)s1	1	0.1	8	0.7
Cc1ccccc1CN1CCN2C(=O)[C@@H]3CCCN3C(=O)[C@H]2C1	46*	0.8	17	-0.9
O=C(CN1CCC(NC(=O)c2ccccc2Cl)CC1)Nc1cccc2ccccc12	-4	0.0	-2	-0.6
O=C(Cc1ccc(F)cc1Cl)N1CCn2c(nnc2C2CC2)C1	3	0.1	-1	0.0
O=C(CN1C(=O)C2C3C=CC(C3)C2C1=O)Nc1ccccc1 (stereo unspecified)	2	0.0	12	-0.9
CC(C)c1cc(C(C)C)c(S(=O)(=O)Nc2ccc(S(N)(=O)=O)cc2)c(C(C)C)c1	2	0.1	21	-1.5
Cc1c(Cl)cccc1NC(=S)NCCc1c[nH]c2ccccc12	4	0.1	18	-0.6
CC1=NN(c2cccc(Cl)c2)C(=O)/C1=C/c1ccc(N2CCOCC2)c([N+](=O)[O-])c1	-1	-0.4	19	0.9
O=C1/C(=C\c2cccc(Br)c2)SC(=Nc2ccccc2)N1Cc1ccccc1	8	0.0	6	-0.1
COCC(C)N1C(=O)C(CC(=O)Nc2ccccc2)SC1=Nc1ccccc1[N+](=O)[O-] (stereo unspecified)	-2	0.0	-16	0.4
CS(=O)(=O)N(CC(=O)Nc1cccc2ccccc12)c1ccc(F)c(Cl)c1	3	-0.1	9	0.0
Cc1cccc(N2CCN(S(=O)(=O)c3cccc4nonc34)CC2C)c1 (stereo unspecified)	5	-0.2	2	-1.4
CCCS(=O)(=O)NCc1c(C)ncc2c1CCN(C(=O)c1ccc3ccccc3c1)C2	-15	-0.1	-7	-0.9
O=C(OCc1cc([N+](=O)[O-])cc2c1OCOC2)c1cccc(I)c1	-12	0.7	16	1.3
CCOc1ccc(C(=O)Nc2cc(=O)n(C)c(=O)n2C)cc1	-2	0.0	-11	-1.1
CCC1CCCCN1C(=O)C1CC(c2cccc(Br)c2)=NO1 (stereo unspecified)	-9	0.0	8	3.3
Cc1ccccc1-n1c(=O)c2ccccc2n2cnnc12	-21	0.1	7	-3.0
COc1ccc(CC(=O)N(Cc2ccccc2)C(C)C)cc1	-5	0.0	1	3.8
O=C(CN1CCN(C(=O)c2ccco2)CC1)Nc1ccccc1Br	0	0.0	19	-2.3
CCCC1CCC(C2=N/C(=C\c3ccc(OC)cc3)C(=O)O2)CC1 (stereo unspecified)	4	0.1	5	-1.0
CCOC(=O)c1c(NC(=O)c2ccc(S(=O)(=O)N(C)C3CCCCC3)cc2)sc2c1CCN(C(=O)OCC)C2	7	0.1	-10	0.3
Cc1c(Cl)cccc1NS(=O)(=O)c1ccc2c(c1)OCCN2C	11	-0.2	11	0.2
O=C(NCc1ccc2c(c1)OCO2)c1c[nH]c2ccccc2c1=O	-2	0.0	0	-0.1
CCC(C)(C)NC(=O)C(c1cccc(C)c1)N(C(=O)c1csnn1)C1CC1 (stereo unspecified)	2	0.2	29	-1.1
COc1ccc(/C=C/C(=O)NCCSC2CCCCC2)cc1	7	0.1	6	0.7
c1cncc(CNc2nc(Nc3ccncc3)nc3c2ncn3-c2ccsc2)c1	12	0.0	12	4.4
O=[N+]([O-])c1ccc(OC(F)F)c(/C=N/n2cnnc2)c1	7	0.1	1	1.1
C=CCn1c(SCCCC)nc2sc3c(c2c1=O)CCCC3	-12	0.1	-1	-0.4
COc1cccc(CN(C)C(=O)c2cc3ccc(-c4cn[nH]c4)cc3[nH]2)c1	-1	0.1	7	0.6
N#Cc1ccccc1CN1C(=O)c2ccccc2S1(=O)=O	2	0.1	4	-1.0
C/C(N)=C(/C#N)C(=O)Cn1cc(S(=O)(=O)N2CCCC2)ccc1=O	-6	0.3	14	-0.1
Cc1cc(=O)oc2cc(OCC(=O)OCC(=O)Nc3ccc4ccccc4c3)ccc12	7	0.3	-4	0.1
COC(NC(=O)/C=C/c1ccccc1)C(Cl)(Cl)Cl (stereo unspecified)	-5	0.8	8	0.2
O=C1CC2(CCN(C(=O)COc3ccc(F)cc3)CC2)Oc2ccccc21	3	0.4	0	-0.7
COc1ccc(CNC(=O)c2ccc(CNc3c(NC4CCCCC4)c(=O)c3=O)cc2)cc1	3	-0.1	6	-0.6
COc1ccc(NC(=O)CCl)c([N+](=O)[O-])c1	16	-0.1	-8	-1.7
CCOC(=O)c1cnc2c(C)c(Cl)ccc2c1Nc1ccc(C)cc1	7	0.0	3	0.8
CCCc1cc(=O)[nH]c(SCC(=O)N2CCC(Cc3ccccc3)CC2)n1	0	0.1	12	-1.3
CN(C)CCNC(=O)c1cn(-c2ccc(F)cc2F)c(=O)c2ccccc12	-7	-0.2	3	0.0
COc1ccc(C(=O)Nc2nc3c(s2)C(=O)CC(C)(C)C3)cc1OC	5	0.2	6	0.3
O=C1c2cccc3cc([N+](=O)[O-])cc(c23)C(=O)N1OS(=O)(=O)c1ccccc1	2	0.0	2	-1.5
CCOC(=O)N1CCC(N(CCOC)C(=S)Nc2ccc(OC)c(Cl)c2)CC1	-20	0.1	6	-0.5
Cc1ccc(C(=O)N2CCN(c3ccccc3)CC2)cc1S(=O)(=O)N1CCCCC1	18	-0.3	1	2.9
COc1ccc(OCC(=O)N(C)Cc2ccccc2)cc1	-9	0.1	6	0.3
Cc1ccc(N(C(=O)Cc2cccc(C)c2)C2C=CS(=O)(=O)C2)cc1 (stereo unspecified)	13	0.0	2	-0.3
OCc1ccccc1O[C@@H]1O[C@H](CO)[C@@H](O)[C@H](O)[C@H]1O	2&-14	0.0&0.1	-24&-24	-0.5&0.0
Cc1cc(C(=O)COC(=O)c2cccc(S(=O)(=O)N(C)C)c2)c(C)n1CC1CCCO1 (stereo unspecified)	-23	0.2	22	-1.1
Nc1nn2c([n+]1N)N=C(c1ccccc1)C2	-4	-0.1	-2	0.3
CCOc1ccc(NC(=O)CSc2nnc(NC(=O)c3ccccc3C)s2)cc1	-51	-0.1	2	0.1
Nc1nc(-c2cccs2)c(CC(=O)O)s1	1	-0.1	8	-0.4
Fc1ccccc1C1c2cccn2CCN1C(=S)Nc1cccc(Br)c1 (stereo unspecified)	-69	0.1	11	-1.1
N#Cc1ccc(OCC(=O)OCc2nc3ccccc3c(=O)[nH]2)cc1	-4	-0.3	-2	2.3
COc1ccc2nc(SCC(=O)N3CCCCC3)c(C#N)cc2c1	-38	0.9	1	2.0
CCCOc1ccc(OC(=O)c2cccc(C(=O)OCC)n2)cc1	0	0.0	-8	0.2
CCNc1nc(NC(C)C)nc(N(C#N)CC(=O)OC)n1	0	-0.1	9	0.7
Later entries
SMILES	TEAD-YAP block	FBW7 activator	MITF inh	GPR151 activ
Cc1ccc(/C(O)=C2\C(=O)C(=O)N(c3cccc(C(F)(F)F)c3)C2c2ccc(C)cc2)cc1 (stereo unspecified)	13	0.1	12	-0.9
CC1CCCC(C)N1c1nnc(NC(=O)Nc2ccc(F)cc2)s1 (stereo unspecified)	-23	0.2	4	5.3*
CCc1c(C)sc2ncn(C3CCN(CC(N)=O)CC3)c(=O)c12	-9	0.2	5	-0.6
COc1cc([N+](=O)[O-])ccc1NC(=O)COC(=O)C(CC(C)C)NC(N)=O (stereo unspecified)	-5	0.5	4	5.3*
COc1cccc(CC(C#N)c2c(C#N)c(N)nc(N3CCCCC3)c2C#N)c1 (stereo unspecified)	-3	0.0	2	3.4
COc1ccc(/C=C/C(=O)O)cc1S(=O)(=O)N1CCC(Cc2ccccc2)CC1	-8	-0.2	-1	1.1
Cc1ccc(C(=O)N/C(=C/c2ccc(Cl)cc2)C(=O)O)cc1	5	0.2	15	-1.6
COc1ccc(CN2CCCC(CCC(=O)N3CCN(c4ccccn4)CC3)C2)c(F)c1 (stereo unspecified)	10	0.1	-1	0.0
Cc1cc(C)cc(CN2CCN(CCOc3ccccc3)CCC2=O)c1	-3	0.3	9	0.1
CC(C)(CNC(=O)c1ccc(C(F)(F)F)cc1)N1CCOCC1	1	-0.1	-4	-0.6
CC1Cc2ccccc2N1C(=O)c1cc([N+](=O)[O-])nn1Cc1ccccc1 (stereo unspecified)	-4	-0.5	0	1.5
COc1cc(-c2nnc(-c3ccccc3Cl)o2)cc(OC)c1OC	-22	-0.5	-8	0.4
COc1ccc(N2CCN(C(=O)c3oc(=O)c4ccccc4c3-c3ccc(C)cc3)CC2)cc1	3	0.0	0	-1.1
Cc1ccc(Cl)cc1NC(=O)CSc1nc2ccc(NC(=O)c3ccccc3)cc2s1	4	0.4	14	0.7
CC(=O)Nc1ccccc1-c1nc2ccccc2o1	1	0.1	-1	1.8
CCOC(=O)C(C(=O)OCC)C(NC(C)=O)C(Cl)(Cl)Cl (stereo unspecified)	-7	-0.1	8	0.0
Cc1cc(C)n2c(=O)c3cc(F)ccc3nc2c1C#N	9	0.3	-7	-0.6
C[n+]1cccc(C(=O)NO)c1	2	0.0	14	0.1
